Source: PubChem (Broad Institute)
ROS inducer = inducers of reactive oxygen species in cancer cells; U2OS ROS induction, H2DCF-DA fluorescence; ROS induction (% of piperlongumine), % at 10 µM; hit rate 2% among 46,000; in the data active = ROS induction above about 79%, passing the limit was not always enough; inconclusive = no clear call, values can overlap the other calls;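 note: 0% = DMSO vehicle median and 100% = reference compound median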
Numbers without * were called inactive; ? = inconclusive. An excerpt; the hit share may differ from the screen's.

#	SMILES	ROS inducer
1	CCOC(=O)c1ccc(CNS(=O)(=O)c2c(C)ccc3nsnc23)o1	-16
2	COc1ccc(NC(=O)N(C)C[C@@H]2Oc3ccc(NC(=O)Cc4ccccc4)cc3C(=O)N([C@@H](C)CO)C[C@@H]2C)cc1	-3
3	COc1ccc(S(=O)(=O)N(C)C[C@@H]2Oc3ccc(NC(=O)C4CC4)cc3C(=O)N([C@H](C)CO)C[C@@H]2C)cc1	-12
4	COc1ccc(Cl)cc1NC(=O)CC(C(=O)O)N1CCNCC1 (stereo unspecified)	-11
5	C[C@H]1CN([C@@H](C)CO)C(=O)c2cc(NC(=O)CCCN(C)C)ccc2O[C@@H]1CN(C)S(=O)(=O)c1ccc(F)cc1	-5
6	CNC[C@@H]1Oc2ccc(NC(=O)Nc3ccc(F)cc3)cc2C(=O)N([C@@H](C)CO)C[C@@H]1C	-4
7	CCC(C)Sc1n[nH]c(=S)s1 (stereo unspecified)	24
8	C[C@@H]1CN([C@H](C)CO)C(=O)c2cccc(N(C)C)c2O[C@@H]1CN(C)C(=O)Nc1ccccc1	-11

In the list so far, these contain fluorine:
#	SMILES	ROS inducer
5	C[C@H]1CN([C@@H](C)CO)C(=O)c2cc(NC(=O)CCCN(C)C)ccc2O[C@@H]1CN(C)S(=O)(=O)c1ccc(F)cc1	-5
6	CNC[C@@H]1Oc2ccc(NC(=O)Nc3ccc(F)cc3)cc2C(=O)N([C@@H](C)CO)C[C@@H]1C	-4

Next part
#	SMILES	ROS inducer
9	Cc1ccc(S(=O)(=O)Nc2ccc3c(c2)C(=O)N([C@H](C)CO)C[C@@H](C)[C@H](CN(C)Cc2ccncc2)O3)cc1	45
10	CC(C)NC(=O)N(C)C[C@@H]1Oc2ccc(NC(=O)Nc3ccc4c(c3)OCO4)cc2CC(=O)N([C@H](C)CO)C[C@H]1C	126*
11	O=C(c1ccc(CS(=O)(=O)Cc2ccc(Cl)cc2)o1)N1CCCC1	-17
12	C[C@@H]1CN([C@H](C)CO)C(=O)c2cccc(NS(=O)(=O)c3cccs3)c2O[C@H]1CN(C)S(=O)(=O)c1ccc(F)cc1	-7
13	COc1ccc(/C=C/C(=O)Nc2ccc3nc4n(c(=O)c3c2)CCCC4)cc1	13
14	C[C@@H]1CN([C@H](C)CO)C(=O)Cc2cc(NC(=O)Nc3ccc4c(c3)OCO4)ccc2O[C@@H]1CN(C)S(=O)(=O)c1cn(C)cn1	13
15	FC(F)(F)c1cc(-c2ccc3ccccc3c2)nn1C(=S)N1CCCCCC1	-1
16	COC(=O)c1ccccc1NC(=O)c1ccc(N(C)S(=O)(=O)c2ccc(OC)c(OC)c2)cc1	14
17	O=C(c1cccs1)N1CCN(c2ncccn2)CC1	-11
18	C[C@H](CO)N1C[C@H](C)[C@H](CN(C)C(=O)Nc2cccc(Oc3ccccn3)c2)OCc2cn(nn2)CCCC1=O	38
19	C[C@@H]1CN([C@H](C)CO)C(=O)c2cc(NS(C)(=O)=O)ccc2O[C@@H]1CN(C)CC1CCCCC1	-1
20	C[C@H]1CN([C@@H](C)CO)C(=O)Cc2cc(N(C)C)ccc2O[C@H]1CN(C)Cc1ccc(C(=O)Nc2ccccc2N)cc1	10
21	CCn1c(SCC(=O)Nc2ccc([N+](=O)[O-])cc2C)nnc1-c1ccc(Br)cc1	1
22	C[C@H](CO)N1C[C@H](C)[C@H](CN(C)CC2CC2)Oc2ccc(NS(=O)(=O)c3ccc(F)cc3)cc2C1=O	-6
23	Fc1cccc(CSc2nc3ccccc3c3nc4ccccc4n23)c1	1
24	COc1cc(C2NC(=O)NC(c3ccccc3)=C2C(C)=O)ccc1OCC(=O)O (stereo unspecified)	-19
25	COc1cc2c(cc1OC)CN(S(=O)(=O)c1ccc3c(c1)CCC(C)(C)O3)CC2	-2
26	COC(=O)c1ccc(NC(=O)CN(c2ccc(C)cc2C)S(C)(=O)=O)cc1	-3
27	C[C@@H]1CN([C@@H](C)CO)C(=O)CCCn2nncc2CO[C@H]1CN(C)S(=O)(=O)c1cccs1	13
28	COc1ccc(S(=O)(=O)N(C)C[C@@H]2Oc3ccc(NC(=O)Nc4ccc(F)cc4)cc3CC(=O)N([C@H](C)CO)C[C@H]2C)cc1	-14
29	C[C@@H]1CN([C@@H](C)CO)C(=O)c2cccc(NC(=O)CCCCCC(=O)Nc3ccccc3N)c2O[C@H]1CN(C)CC1CCCCC1	82*
30	CC(C)(C)c1nc2scc(-c3ccccc3)c2c(=O)o1	20
31	C[C@@H]1CN([C@@H](C)CO)C(=O)Cc2cc(NC(=O)Nc3cccc4ccccc34)ccc2O[C@@H]1CN(C)CC1CCCCC1	23
32	COc1ccc(NC(=O)Nc2ccc3c(c2)C(=O)N([C@@H](C)CO)C[C@@H](C)[C@H](CN(C)Cc2ccc(Cl)c(Cl)c2)O3)cc1	-12
33	C[C@@H]1CN([C@@H](C)CO)C(=O)c2cc(NC(=O)C3CC3)ccc2O[C@H]1CN(C)S(=O)(=O)c1cccs1	-4
34	Clc1ccc(Nc2ccc(-c3ccccc3)nn2)cc1	7
35	Cn1c(Cc2cccs2)nnc1SCC(=O)N1CCc2ccccc21	-2
36	COc1ccc(S(=O)(=O)N(C)C[C@@H]2Oc3c(NC(=O)c4nc5ccccc5s4)cccc3C(=O)N([C@@H](C)CO)C[C@@H]2C)cc1	7
37	S=C(NCc1ccco1)Nc1ccc2nc(-c3ccccn3)c(-c3ccccn3)nc2c1	14
38	Cc1noc(C)c1NC(=O)Nc1ccc2c(c1)C(=O)N([C@H](C)CO)C[C@H](C)[C@@H](CN(C)Cc1ccc(C(F)(F)F)cc1)OCCCC[C@@H](C)O2	9
39	CNC[C@@H]1Oc2c(NS(=O)(=O)c3ccc(Cl)cc3)cccc2C(=O)N([C@H](C)CO)C[C@@H]1C	11
40	C[C@@H]1CN([C@H](C)CO)C(=O)c2cc(NS(=O)(=O)c3ccccc3)ccc2O[C@H]1CN(C)C(=O)Nc1cccc2ccccc12	-4
41	CC(Oc1ccc2ccccc2c1)C(=O)NN (stereo unspecified)	5
42	COc1ccccc1NC(=O)CNC(=O)c1ccc([N+](=O)[O-])cc1	-10
43	C[C@@H]1CN([C@@H](C)CO)C(=O)c2cccc(NC(=O)Nc3ccc(F)cc3)c2O[C@H]1CN(C)Cc1ccc2c(c1)OCO2	115*
44	Cc1cccc(-c2nc(C)c(CCNC(=O)c3c(F)cccc3F)s2)c1	-4
45	CC(C)C[C@@H](/C=C/S(C)(=O)=O)NC(=O)[C@H](CC(C)C)NC(=O)[C@H](CC(C)C)NC(=O)OCc1ccccc1	5
46	CCOC(=O)c1ccc(NC(=O)CN2c3cccc4cccc(c34)S2(=O)=O)cc1	16
47	C[C@@H]1CN([C@H](C)CO)C(=O)CCCn2cc(nn2)CO[C@@H]1CN(C)Cc1ccc(C(=O)O)cc1	29
48	COc1ccc2c(c1)c(C(=O)O)c(C)n2-c1ccc(Cl)cc1	-8
49	Cc1noc(C)c1NC(=O)Nc1ccc2c(c1)CC(=O)N([C@@H](C)CO)C[C@H](C)[C@H](CN(C)Cc1ccc(C(F)(F)F)cc1)O2	11
50	Cc1ccccc1/C=N/NC(=O)CCCCCCC(=O)O	12
51	O=C(Nc1sc2c(c1C(=O)NCc1cccnc1)CCCCC2)c1ccccc1	6
52	C[C@@H]1CN([C@H](C)CO)C(=O)Cc2cc(NC(=O)CCN3CCOCC3)ccc2O[C@@H]1CN(C)Cc1ccc(C(=O)Nc2ccccc2N)cc1	11
53	C[C@@H]1CN([C@@H](C)CO)C(=O)c2cc(NS(=O)(=O)c3ccccc3)ccc2O[C@@H]1CN(C)S(=O)(=O)c1ccc(Cl)cc1	-9
54	C[C@H]1CN([C@@H](C)CO)C(=O)c2cccc(NS(=O)(=O)c3cn(C)cn3)c2O[C@@H]1CN(C)CC1CCCCC1	-8
55	C[C@@H]1CN([C@@H](C)CO)C(=O)c2cc(NC(=O)NC3CCCCC3)ccc2O[C@H]1CN(C)C(=O)Nc1ccc(C(F)(F)F)cc1	35
56	COc1ccc(NC(=O)Nc2cccc3c2O[C@H](CN(C)C(=O)Nc2c(C)noc2C)[C@@H](C)CN([C@@H](C)CO)C3=O)cc1	-5
57	C[C@@H]1CN([C@H](C)CO)C(=O)CCCn2cc(nn2)CO[C@H]1CN(C)Cc1ccc(-c2ccccc2)cc1	11
58	Cc1ccc2nc(SCc3c(C)c(C)cc(C)c3C)[nH]c2c1	-19
59	C[C@@H]1CN([C@@H](C)CO)C(=O)c2cccc(NC(=O)c3ccc(-c4nccs4)cc3)c2O[C@H]1CN(C)S(=O)(=O)c1ccc(Cl)cc1	-4
60	Cc1cc(=O)[nH]c(Nc2ccccc2)n1	-3
61	Cc1ccc(-c2csc(Cc3nc(-c4cc5ccccc5oc4=O)cs3)n2)cc1	9
62	C[C@H]1CN([C@@H](C)CO)C(=O)c2cc(NC(=O)CCCN(C)C)ccc2O[C@H]1CN(C)S(=O)(=O)c1ccc(Cl)cc1	1
63	O=C1CN(S(=O)(=O)c2ccc3[nH]c(=O)ccc3c2)CC(=O)N1CCc1ccccc1	-14
64	C[C@@H]1CN([C@H](C)CO)C(=O)c2cc(NC(=O)Nc3ccc(C(F)(F)F)cc3)ccc2O[C@@H]1CN(C)CC1CCCCC1	23

Further records follow.
#	SMILES	ROS inducer
65	CC1(C)CC2(CCCN(C(=S)Nc3ccccc3)C2)CCO1 (stereo unspecified)	-14
66	Cc1noc(C)c1NC(=O)N(C)C[C@@H]1Oc2ccc(NC(=O)Cn3cnnn3)cc2C(=O)N([C@@H](C)CO)C[C@H]1C	-3
67	CCOC(=O)CSc1ncnc2c1sc1nc3c(cc12)COC(C)(C)C3	58
68	COc1ccc(NC(=O)N(C)C[C@H]2Oc3c(cccc3N(C)C)C(=O)N([C@@H](C)CO)C[C@H]2C)cc1	-4
69	C[C@H]1CN([C@@H](C)CO)C(=O)c2cccc(NC(=O)C3CC3)c2O[C@@H]1CN(C)Cc1ccc(Cl)c(Cl)c1	12
70	Cc1nnc(SCC(=O)Nc2cc(Cl)cc(Cl)c2)n1-c1ccccc1	-10
71	c1ccc2c(CSc3nc4ccccc4s3)cccc2c1	9
72	CC(C)NC(=O)Nc1ccc2c(c1)CC(=O)N([C@@H](C)CO)C[C@H](C)[C@H](CN(C)Cc1ccncc1)O2	11
73	C[C@H](CO)N1C[C@H](C)[C@H](CN(C)S(=O)(=O)c2ccccc2)Oc2c(NC(=O)Nc3ccc(C(F)(F)F)cc3)cccc2C1=O	18
74	C[C@@H]1CN([C@H](C)CO)C(=O)CCCn2cc(nn2)CO[C@@H]1CN(C)C(=O)C1CC1	-6
75	CC(C)NC(=O)Nc1ccc2c(c1)C(=O)N([C@H](C)CO)C[C@H](C)[C@@H](CN(C)C(=O)Nc1cccc3ccccc13)OCCCC[C@@H](C)O2	5
76	CCC(=O)c1ccc(OC(=O)C2c3ccccc3Oc3ccccc32)cc1	1
77	CC1CCc2c(sc3nc(-c4cc5ccccc5oc4=O)[nH]c(=O)c23)C1 (stereo unspecified)	-2
78	O=C(CSc1nnc(-c2ccc(Cl)cc2)o1)c1cccc([N+](=O)[O-])c1	5
79	O=C(c1cccs1)n1nc(-c2ccc(Cl)cc2)nc1NCc1ccco1	-9
80	O=C(CSc1ccccc1)N1c2ccccc2Sc2ccccc21	-7
81	COc1ccc(NC(=O)C2CCCN(S(=O)(=O)c3ccc(C)cc3)C2)cc1OC (stereo unspecified)	13
82	Cc1noc(C)c1NC(=O)N(C)C[C@H]1Oc2ccc(NC(=O)C3CCCCC3)cc2CC(=O)N([C@@H](C)CO)C[C@H]1C	-5
83	Cc1ccc(NC(=O)c2oc3ccccc3c2NC(=O)c2ccccc2)cc1	42
84	Cc1ccc(N(C)C(=O)N2CCN(c3ccccn3)CC2)cc1	-16
85	C[C@@H]1CN([C@H](C)CO)C(=O)Cc2cc(NC(=O)Cn3cnnn3)ccc2O[C@@H]1CN(C)C(=O)Nc1cccc2ccccc12	-4
86	Cc1noc(C)c1NC(=O)N(C)C[C@H]1Oc2ccc(NS(=O)(=O)c3cn(C)cn3)cc2CC(=O)N([C@@H](C)CO)C[C@@H]1C	4
87	COc1ccc(OCC(=O)Nc2cccc(-c3nnc4c5ccccc5c(C)nn34)c2)cc1	?
88	C[C@H](CO)N1C[C@H](C)[C@H](CN(C)Cc2ccncc2)Oc2c(NC(=O)Nc3ccccc3)cccc2C1=O	54

A second format for 4 compounds above:
81) COc1ccc(NC(=O)C2CCCN(S(=O)(=O)c3ccc(C)cc3)C2)cc1OC (stereo unspecified)
  ROS inducer = 13

82) Cc1noc(C)c1NC(=O)N(C)C[C@H]1Oc2ccc(NC(=O)C3CCCCC3)cc2CC(=O)N([C@@H](C)CO)C[C@H]1C
  ROS inducer = -5

83) Cc1ccc(NC(=O)c2oc3ccccc3c2NC(=O)c2ccccc2)cc1
  ROS inducer = 42

84) Cc1ccc(N(C)C(=O)N2CCN(c3ccccn3)CC2)cc1
  ROS inducer = -16

Continuation.
#	SMILES	ROS inducer
89	COC(=O)CCCCCCC(=O)N/N=C/c1ccc(I)cc1	37
90	O=C(NO)c1ccc(C(=O)N/N=C/c2cc(Br)cs2)cc1	-16
91	CC1CCCCN1S(=O)(=O)c1ccc(C(=O)Nc2nc3ccc4ccccc4c3s2)cc1 (stereo unspecified)	13
92	O=C1N=c2ccccc2=C1c1sc(N2CCOCC2)nc1O	0
93	Cc1ccc(S(=O)(=O)N(C)C[C@H]2Oc3c(NS(=O)(=O)c4ccc(F)cc4)cccc3C(=O)N([C@H](C)CO)C[C@@H]2C)cc1	4
94	COc1cc(NC(=O)COc2ccc(I)cc2)c(C(=O)O)cc1OC	10
95	Clc1ccc(Sc2c(-c3ccccc3)nc3ncccn23)cc1	6
96	COc1cccc(CN(C)C[C@@H]2OCc3cnnn3CCCC(=O)N([C@H](C)CO)C[C@H]2C)c1	0
97	FC(F)(F)C1(C(F)(F)F)N=C(c2ccccc2)OC(N2CCCCC2)=N1	-24
98	C[C@@H]1CN([C@@H](C)CO)C(=O)c2cc(NC(=O)Cc3cn(C)c4ccccc34)ccc2O[C@@H]1CN(C)C(=O)Nc1cccc2ccccc12	4
